PPARg SRC-1 ag: PPARgamma agonists recruiting SRC-1 coactivator, primary screen, biochemical; Peroxisome proliferator-activated receptor gamma (Homo sapiens), P37231; PPARgamma-SRC-1 coactivator recruitment biochemical assay; activation, % at 8 µM; 200,000 compounds, 0.41% hits; in the data active = activation above about 19%;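 note: 0% = DMSO and 100% = reference agonist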
Target sequence (P37231 whole entry, looked up): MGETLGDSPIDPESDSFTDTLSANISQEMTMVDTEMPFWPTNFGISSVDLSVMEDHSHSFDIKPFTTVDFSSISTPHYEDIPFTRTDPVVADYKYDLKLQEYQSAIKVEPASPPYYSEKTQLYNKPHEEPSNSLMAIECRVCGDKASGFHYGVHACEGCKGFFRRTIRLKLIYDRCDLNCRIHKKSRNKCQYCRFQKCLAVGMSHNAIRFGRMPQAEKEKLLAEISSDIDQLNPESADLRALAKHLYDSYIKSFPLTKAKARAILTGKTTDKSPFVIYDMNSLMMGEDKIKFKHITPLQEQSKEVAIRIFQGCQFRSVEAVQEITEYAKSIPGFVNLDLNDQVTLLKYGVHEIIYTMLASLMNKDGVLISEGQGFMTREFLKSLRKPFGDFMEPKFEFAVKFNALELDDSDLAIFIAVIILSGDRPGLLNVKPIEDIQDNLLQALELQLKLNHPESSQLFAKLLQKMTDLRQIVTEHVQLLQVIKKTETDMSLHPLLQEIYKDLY
STAT1 blocker: STAT1 signaling inhibitors, primary screen, cell-based, HTS, luciferase reporter; NIH 3T3 STAT1-luciferase reporter, IFN-gamma, luminescence; 200,000 compounds, 0.35% hits; inhibition, % at 5.5 µM;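 active = inhibition above a set limit, the mean inhibition across all tested compounds plus 3 SD, cut at about 34% in these data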;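 note: 0% = IFN-gamma with DMSO and 100% = IFN-gamma with 300 µM nifuroxazide; values of inactives mirror those of a sister screen read the other way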
STAT3 activator: IL-6 driven STAT3 reporter potentiators, primary screen, U3A cells, luciferase, luminescence, MLSCN library | IL-6 STAT3-luciferase reporter; 100% = signal with IL-6 EC80 alone | 190,000 compounds, 0.91% hits | activation (% of control), % at 5.6 µM;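 active = activation above the screen-wide mean of compound activation plus 3 SD, cut at about 130% in these data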;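 note: 0% = background luminescence of wells with medium and substrate only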
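Material: human U3A cells carrying STAT3-luciferase construct. Measured by: reporter luminescence signal. Timing: compound 1 h, then IL-6 6 h at 37 °C.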
SRC2 TRFRET art: TR-FRET signal artefacts, primary screen, artefact control for PPARgamma SRC-2 agonist project, biochemical. TR-FRET artefact counter-screen; stronger effect = higher value. 200,000 compounds, 0.4% hits. TR-FRET ratio at 8 µM. AID 1049, 2008; in the data active = TR-FRET ratio above about 2000; note: inactives centre near 1500
PPARg SRC-3 ag: PPARgamma agonists recruiting SRC-3 coactivator, primary screen, biochemical; Peroxisome proliferator-activated receptor gamma (Homo sapiens), P37231; biochemical PPARgamma/SRC-3 coactivator recruitment assay; activation, % at 8 µM; 200,000 compounds, 0.26% hits; AID 731, 2007; in the data active = activation above about 23%;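 note: 0% = DMSO and 100% = reference agonist; some compounds past the cut are filed as inactive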
bIAP activator: bovine intestinal alkaline phosphatase activators, primary screen, biochemical, bovine IAP, CDP-star luminescence. alkaline phosphatase, intestinal [Bos taurus]. purified bovine IAP, 30 min; stronger effect = higher value; fold of DMSO-control signal, blank-subtracted. activation factor at 20 µM. 200,000 compounds, 0.17% hits;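 active = activation factor of 2 or more at 20 µM, a signal rise over negative controls twice the positive control's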
bIAP inhibitor: bovine intestinal alkaline phosphatase inhibitors, primary screen, selectivity assay for TNAP inhibitor project, biochemical, bovine IAP, CDP-star luminescence; alkaline phosphatase, intestinal [Bos taurus]; purified bovine IAP, 30 min; inhibition, % at 20 µM; 190,000 tested, under 10 active;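 active = over 50% inhibition of intestinal alkaline phosphatase at 20 µM in the single-dose screen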
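Assay system – bovine IAP enzyme · Quantity – bovine IAP at 1/65,000,000 final dilution · Detection – CDP-star luminescence signal · Times – 30 min reaction at room temperature · Also added – CDP-star substrate at 30 µM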
PPARg SRC2 recr: agonists of PPARg-SRC-2 recruitment, primary screen, biochemical, HTS. AID 1032, 2008. Peroxisome proliferator-activated receptor gamma (Homo sapiens), P37231. PPARgamma LBD-SRC-2 recruitment. 200,000 compounds, 0.34% hits. activation, % at 8 µM; in the data active = activation above about 22%;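 note: 0% = vehicle and 100% = reference agonist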
STAT3 blocker: IL-6 driven STAT3 reporter inhibitors, primary screen, U3A cells, luciferase, luminescence, MLSCN library; IL-6 STAT3-luciferase reporter; host cell line lacks STAT1; AID 862, 2007; inhibition, % at 5.5 µM; 190,000 compounds, 0.89% hits;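 active = inhibition above the mean inhibition across all screened compounds plus 3 SD, cut at about 44% in these data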;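 note: 0% = DMSO only wells and 100% = 100 µM nifuroxazide control wells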
TNAP act hi DEA: TNAP activators at high phosphate acceptor level, primary screen, biochemical, luminescence, uHTS. purified TNAP, CDP-star luminescence, 1 M DEA, 30 min; stronger effect = higher value; 0 = EDTA background, 1 = DMSO-only activity. activation factor at 20 µM. 200,000 tested, under 10 active;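 active = activation factor at least 2 at 20 µM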
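Assay system: human TNAP; Input: enzyme diluted 1/800 final; Reagent: CDP-star luminogenic substrate at 100 µM final; Timing: 30 min, room temperature; Signal: luminescence; Evaluation: TNAP activation factor scaled between EDTA and DMSO control wells.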
ROMK primary: ROMK potassium channel modulators, primary screen, cell-based, thallium flux, MLSMR library | ATP-sensitive inward rectifier potassium channel 1 (Homo sapiens), P48048 | Tet-inducible ROMK, thallium flux fluorescence; actives lie on both sides | B-score at 10 µM | 130,000 compounds, 2% hits | AID 1918, 2009;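 active = signal ratio slope over the read window, or its plate-corrected B-score, at least 3 SD from the plate mean, either direction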;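 note: B-score of the F/F0 ratio slope over 7 to 12 s after thallium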
Target sequence (P48048 whole entry, looked up): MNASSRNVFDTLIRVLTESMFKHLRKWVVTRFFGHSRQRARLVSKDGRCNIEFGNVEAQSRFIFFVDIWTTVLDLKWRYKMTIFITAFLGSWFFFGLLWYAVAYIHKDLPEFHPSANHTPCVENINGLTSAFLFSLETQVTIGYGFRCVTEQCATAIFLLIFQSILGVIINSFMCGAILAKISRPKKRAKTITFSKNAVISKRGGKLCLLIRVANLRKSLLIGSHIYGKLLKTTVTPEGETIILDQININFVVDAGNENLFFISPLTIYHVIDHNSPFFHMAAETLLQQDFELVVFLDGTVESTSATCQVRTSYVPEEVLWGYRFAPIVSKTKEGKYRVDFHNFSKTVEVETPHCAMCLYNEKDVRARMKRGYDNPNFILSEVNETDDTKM
The depositor's hits bear a star. Random draw from the library. Share with any hit: about 3.7%.

What do the screens show for `O=C(Nc1ccc2c(c1)OCO2)C(c1ccc(Cl)cc1)N1CCC2(CC1)OCCO2` (stereo unspecified)?
PPARg SRC-1 ag: -2; STAT1 blocker: -5; STAT3 activator: 106; SRC2 TRFRET art: 1528; PPARg SRC-3 ag: -23; bIAP activator: 1.2; bIAP inhibitor: -16; PPARg SRC2 recr: -13; STAT3 blocker: -4; TNAP act hi DEA: 1; ROMK primary: 0.0069

Results for C/C(CC(=O)NCc1ccc(Cl)cc1)=N\NC(=O)Cc1ccccc1 ?
PPARg SRC-1 ag: -3; STAT1 blocker: -2; STAT3 activator: 95; SRC2 TRFRET art: 1569; PPARg SRC-3 ag: -1; bIAP activator: 0.9; bIAP inhibitor: 10; PPARg SRC2 recr: 7; STAT3 blocker: 7; TNAP act hi DEA: 1; ROMK primary: -0.13

Results for CC(CC(=O)Nc1nc2ccccc2[nH]1)n1ccnc1 (stereo unspecified) ?
PPARg SRC-1 ag: 1; STAT1 blocker: -7; STAT3 activator: 102; SRC2 TRFRET art: 1423; PPARg SRC-3 ag: -2; bIAP activator: 1.5; bIAP inhibitor: -49; PPARg SRC2 recr: -4; STAT3 blocker: -1; TNAP act hi DEA: 0.9; ROMK primary: -1.5

What do the screens show for `O=C1NC2(CCCCC2)Cc2ccccc21`?
PPARg SRC-1 ag: 0; STAT1 blocker: 3; STAT3 activator: 99; SRC2 TRFRET art: 1499; PPARg SRC-3 ag: -6; bIAP activator: 0.9; bIAP inhibitor: 5; PPARg SRC2 recr: -8; STAT3 blocker: 5; TNAP act hi DEA: 1.1

What do the screens show for `Cc1ccc(C2C=C(c3ccc4c(c3)OCO4)Nc3ncnn32)cc1` (stereo unspecified)?
PPARg SRC-1 ag: -2; STAT1 blocker: -10; STAT3 activator: 102; SRC2 TRFRET art: 1469; PPARg SRC-3 ag: -7; bIAP activator: 1; bIAP inhibitor: 0; PPARg SRC2 recr: 3; STAT3 blocker: 1; TNAP act hi DEA: 1; ROMK primary: -0.21

What do the screens show for `O=C(CCN1c2ccccc2Sc2ccccc21)OCC(=O)N1CCN(C(=O)c2ccco2)CC1`?
PPARg SRC-1 ag: 7; STAT1 blocker: 4; STAT3 activator: 98; SRC2 TRFRET art: 1705; PPARg SRC-3 ag: 12; bIAP activator: 1; bIAP inhibitor: -1; PPARg SRC2 recr: 15; STAT3 blocker: 8; TNAP act hi DEA: 1.1

Results for O=C(COc1ccc(Br)cc1F)NC1CCN(Cc2ccccc2)CC1 ?
PPARg SRC-1 ag: -1; STAT1 blocker: 1; STAT3 activator: 99; SRC2 TRFRET art: 1363; PPARg SRC-3 ag: -3; bIAP activator: 1; bIAP inhibitor: 3; PPARg SRC2 recr: 0; STAT3 blocker: 0; TNAP act hi DEA: 1.1; ROMK primary: -0.91

Results for CCOCCN1CCN(c2c3c(nc4cc(-c5ccc(F)cc5)nn24)CCC3)CC1 ?
PPARg SRC-1 ag: 3; STAT1 blocker: -7; STAT3 activator: 94; SRC2 TRFRET art: 1678; PPARg SRC-3 ag: 2; bIAP activator: 1.1; bIAP inhibitor: -7; PPARg SRC2 recr: 4; STAT3 blocker: 12; TNAP act hi DEA: 1.1; ROMK primary: -0.51

How did CN(C(=O)COC(=O)c1cc([N+](=O)[O-])ccc1N1CCCC1)C1CCS(=O)(=O)C1 (stereo unspecified) do in these assays?
PPARg SRC-1 ag: -2; STAT1 blocker: 0; STAT3 activator: 101; SRC2 TRFRET art: 1528; PPARg SRC-3 ag: -2; bIAP activator: 0.9; bIAP inhibitor: 5; PPARg SRC2 recr: -2; STAT3 blocker: 1; TNAP act hi DEA: 0.9; ROMK primary: 0.57

How did CC(C)CNC(=S)Nc1ccc(Oc2ccccc2)cc1 do in these assays?
PPARg SRC-1 ag: 0; STAT1 blocker: -7; STAT3 activator: 96; SRC2 TRFRET art: 1589; PPARg SRC-3 ag: 3; bIAP activator: 0.9; bIAP inhibitor: 5; PPARg SRC2 recr: -5; STAT3 blocker: 6; TNAP act hi DEA: 1.1; ROMK primary: 0.0058

What do the screens show for `CC(C)c1ccc(O)c(NC(=O)c2ncn[nH]2)c1`?
PPARg SRC-1 ag: 9; STAT1 blocker: -4; STAT3 activator: 104; SRC2 TRFRET art: 1588; PPARg SRC-3 ag: -4; bIAP activator: 1.2; bIAP inhibitor: -21; PPARg SRC2 recr: -4; STAT3 blocker: 1; TNAP act hi DEA: 1

Results for COCc1c(N)c(C)nc(Cl)c1C#N ?
PPARg SRC-1 ag: -8; STAT1 blocker: -4; STAT3 activator: 107; SRC2 TRFRET art: 1518; PPARg SRC-3 ag: 1; bIAP activator: 1.1; bIAP inhibitor: -15; PPARg SRC2 recr: -5; STAT3 blocker: -7; TNAP act hi DEA: 1; ROMK primary: 0.23

What do the screens show for `NC(=O)c1ccccc1NS(=O)(=O)c1ccccc1`?
PPARg SRC-1 ag: 3; STAT1 blocker: 0; STAT3 activator: 99; SRC2 TRFRET art: 1687; PPARg SRC-3 ag: 1; bIAP activator: 1; bIAP inhibitor: 3; PPARg SRC2 recr: 1; STAT3 blocker: 1; TNAP act hi DEA: 1; ROMK primary: -0.23

Results for COC(=O)CNC(=O)c1ccccc1C ?
PPARg SRC-1 ag: 2; STAT1 blocker: 0; STAT3 activator: 97; SRC2 TRFRET art: 1495; PPARg SRC-3 ag: 1; bIAP activator: 0.9; bIAP inhibitor: 8; PPARg SRC2 recr: 1; STAT3 blocker: 7; TNAP act hi DEA: 1

How did CCCCN(CCCC)C(=O)c1cc2ccccc2c(=O)o1 do in these assays?
PPARg SRC-1 ag: 10; STAT1 blocker: 11; STAT3 activator: 101; SRC2 TRFRET art: 1542; PPARg SRC-3 ag: 9; bIAP activator: 1.1; bIAP inhibitor: -7; PPARg SRC2 recr: 0; STAT3 blocker: 2; TNAP act hi DEA: 1; ROMK primary: -0.48

What do the screens show for `CCNC(=S)Nc1ccc(Cl)c(C(F)(F)F)c1`?
PPARg SRC-1 ag: 0; STAT1 blocker: 6; STAT3 activator: 92; SRC2 TRFRET art: 1507; PPARg SRC-3 ag: 0; bIAP activator: 1; bIAP inhibitor: 1; PPARg SRC2 recr: 0; STAT3 blocker: 11; TNAP act hi DEA: 1; ROMK primary: 0.56

How did CCN(CC)S(=O)(=O)c1ccc(C)c(NC(=O)CSc2ncc(C(F)(F)F)cc2Cl)c1 do in these assays?
PPARg SRC-1 ag: 2; STAT1 blocker: -1; STAT3 activator: 111; SRC2 TRFRET art: 1358; PPARg SRC-3 ag: 1; bIAP activator: 1; bIAP inhibitor: 0; PPARg SRC2 recr: 10; STAT3 blocker: -12; TNAP act hi DEA: 1; ROMK primary: 0.7

What do the screens show for `Cc1nc(N2CCCCC2C)c2c(C)c(C(=O)Nc3cccc(C(F)(F)F)c3)sc2n1` (stereo unspecified)?
PPARg SRC-1 ag: 13; STAT1 blocker: 2; STAT3 activator: 85; SRC2 TRFRET art: 1633; PPARg SRC-3 ag: 4; bIAP activator: 1.2; bIAP inhibitor: -19; PPARg SRC2 recr: 8; STAT3 blocker: 20; TNAP act hi DEA: 1; ROMK primary: 0.8

How did CCOC(=O)c1nnn(-c2nonc2N)c1CSc1ccccn1 do in these assays?
PPARg SRC-1 ag: 9; STAT1 blocker: -1; STAT3 activator: 103; SRC2 TRFRET art: 1500; PPARg SRC-3 ag: 4; bIAP activator: 0.8; bIAP inhibitor: 17; PPARg SRC2 recr: 0; STAT3 blocker: 0; TNAP act hi DEA: 1

How did CCOc1ccccc1NC(=O)/C=C/c1ccccc1[N+](=O)[O-] do in these assays?
PPARg SRC-1 ag: 11; STAT1 blocker: 2; STAT3 activator: 91; SRC2 TRFRET art: 1666; PPARg SRC-3 ag: 6; bIAP activator: 0.9; bIAP inhibitor: 6; PPARg SRC2 recr: 7; STAT3 blocker: 9; TNAP act hi DEA: 1.1; ROMK primary: -0.24

Results for CCn1c2ccccc2c2cc(CN3CCN(S(C)(=O)=O)CC3)ccc21 ?
PPARg SRC-1 ag: 0; STAT1 blocker: 4; STAT3 activator: 94; SRC2 TRFRET art: 1539; PPARg SRC-3 ag: -2; bIAP activator: 1; bIAP inhibitor: -3; PPARg SRC2 recr: -1; STAT3 blocker: 7; TNAP act hi DEA: 1

What do the screens show for `CCOC(=O)Cc1[nH]nc2c1C(c1ccsc1)C(C#N)=C(N)O2` (stereo unspecified)?
PPARg SRC-1 ag: -5; STAT1 blocker: 22; STAT3 activator: 96; SRC2 TRFRET art: 1695; PPARg SRC-3 ag: 3; bIAP activator: 1; bIAP inhibitor: -3; PPARg SRC2 recr: 1; STAT3 blocker: 7; TNAP act hi DEA: 1.1; ROMK primary: -0.3

How did COc1ccc(CCNc2nc(-c3ccc(NC(C)=O)cc3)cs2)cc1OC do in these assays?
PPARg SRC-1 ag: 11; STAT1 blocker: 7; STAT3 activator: 93; SRC2 TRFRET art: 1634; PPARg SRC-3 ag: 2; bIAP activator: 1.1; bIAP inhibitor: -7; PPARg SRC2 recr: 8; STAT3 blocker: 14; TNAP act hi DEA: 1; ROMK primary: 2.7

Results for COC(=O)Sc1nnc(-c2ccc(Br)cc2)o1 ?
PPARg SRC-1 ag: 45*; STAT1 blocker: -7; STAT3 activator: 102; SRC2 TRFRET art: 2802*; PPARg SRC-3 ag: 63*; bIAP activator: 1; bIAP inhibitor: 4; PPARg SRC2 recr: 54*; STAT3 blocker: 0; TNAP act hi DEA: 1; ROMK primary: -0.59

Taken from above for reference:
How did COc1ccc(CCNc2nc(-c3ccc(NC(C)=O)cc3)cs2)cc1OC do in these assays?
PPARg SRC-1 ag: 11; STAT1 blocker: 7; STAT3 activator: 93; SRC2 TRFRET art: 1634; PPARg SRC-3 ag: 2; bIAP activator: 1.1; bIAP inhibitor: -7; PPARg SRC2 recr: 8; STAT3 blocker: 14; TNAP act hi DEA: 1; ROMK primary: 2.7

Results for COC(=O)Sc1nnc(-c2ccc(Br)cc2)o1 ?
PPARg SRC-1 ag: 45*; STAT1 blocker: -7; STAT3 activator: 102; SRC2 TRFRET art: 2802*; PPARg SRC-3 ag: 63*; bIAP activator: 1; bIAP inhibitor: 4; PPARg SRC2 recr: 54*; STAT3 blocker: 0; TNAP act hi DEA: 1; ROMK primary: -0.59

From PubChem
